M1 ag – agonists of human M1 muscarinic receptor. 360,000 compounds, 0.33% hits. activation, % at 3 µM. AID 588814. P11229. CHO-K1 hM1, Fluo-8 calcium fluorescence, agonist mode; 0% DMSO, 100% acetylcholine EC100;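 active = activation above the run's mean compound activation plus 3 SD, cut at about 16% in these data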;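 note: peak over basal fluorescence ratio within a 140 s kinetic read after compound addition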
Target sequence (P11229 whole entry, looked up): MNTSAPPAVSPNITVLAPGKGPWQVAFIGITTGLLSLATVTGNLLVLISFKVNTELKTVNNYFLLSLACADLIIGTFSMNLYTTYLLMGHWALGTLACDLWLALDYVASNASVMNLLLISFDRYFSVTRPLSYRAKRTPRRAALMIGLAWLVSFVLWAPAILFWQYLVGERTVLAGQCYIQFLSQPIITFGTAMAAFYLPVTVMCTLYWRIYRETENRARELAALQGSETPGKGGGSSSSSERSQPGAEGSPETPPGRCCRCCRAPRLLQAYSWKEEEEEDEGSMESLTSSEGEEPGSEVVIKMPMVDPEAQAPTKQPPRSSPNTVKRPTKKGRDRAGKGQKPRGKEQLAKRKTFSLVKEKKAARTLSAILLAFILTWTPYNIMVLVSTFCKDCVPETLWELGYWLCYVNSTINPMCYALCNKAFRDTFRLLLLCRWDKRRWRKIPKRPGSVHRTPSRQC
TAAR1 antagonist – human TAAR1 antagonism | Q96RJ0 | AID 624466 | CHO RD-HGA16 TAAR1, Fluo-8 calcium fluorescence, antagonist | 360,000 compounds, 1.5% hits | inhibition, % at 3 µM;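 active = inhibition above a per-plate cutoff, the mean inhibition of test compounds on that plate plus 3 SD, cut at about 49% in these data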;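 note: 0% = DMSO plus EC80 beta-PEA response and 100% = DMSO alone without agonist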
Target sequence (Q96RJ0 whole entry, looked up): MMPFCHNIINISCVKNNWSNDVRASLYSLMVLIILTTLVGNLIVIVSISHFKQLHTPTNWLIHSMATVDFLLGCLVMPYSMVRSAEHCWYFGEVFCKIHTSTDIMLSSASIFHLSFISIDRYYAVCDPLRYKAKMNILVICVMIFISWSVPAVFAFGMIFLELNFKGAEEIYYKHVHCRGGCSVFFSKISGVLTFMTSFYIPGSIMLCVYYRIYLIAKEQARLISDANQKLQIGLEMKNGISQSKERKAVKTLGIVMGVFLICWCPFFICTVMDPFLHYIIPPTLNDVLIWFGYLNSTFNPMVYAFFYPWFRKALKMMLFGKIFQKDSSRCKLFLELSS
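Test system: RD-HGA16 CHO cells with stable hTAAR1 and Gα16 / Probe or stimulus: EC80 β-phenethylamine stimulus / Times: seeding 17-24 h prior, 75-min 37 °C, 30-min RT dye loading / Detection: Fluo-8 calcium-sensitive fluorescence / Read-out basis: % inhibition scaled between DMSO and EC80 PEA controls / Repeats: singlicate, one well per test compound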
TAAR1 ag – agonists of human TAAR1. Q96RJ0. CHO RD-HGA16 TAAR1, Fluo-8 calcium fluorescence; vehicle wells 0%, saturating PEA agonist 100%. activation, % at 3 µM. 360,000 compounds, 0.99% hits. AID 624467;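 active = activation above the mean activation of all test compounds in the run plus 3 SD, cut at about 38% in these data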
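Test system: RD-HGA16 (CHO) cells co-expressing Gα16 and hTAAR1 | Doses: Single dose, 3 µM | Schedule: 17-24 h seeding, 75 min 37 °C dye, 30 min RT | Evaluation: % activation from peak over basal fluorescence ratio, DMSO-to-PEA scaled | Technique: Kinetic Fluo-8 calcium fluorescence | Benchmarks: Low control DMSO, high control PEA (EC100)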
CHRM1 antagonist – blocks human M1 muscarinic receptor | P11229 | CHO-K1 hM1, Fluo-8 calcium fluorescence, ACh EC80 antagonist | inhibition, % at 3 µM | 360,000 compounds, 1.3% hits | AID 588852;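 active = percent inhibition above its own plate's cutoff, namely the mean of that plate's compound wells plus 3 SD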;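 note: peak over basal fluorescence ratio during 140 s after agonist addition; 0% = ACh EC80 plus DMSO and 100% = DMSO alone without agonist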
CHRM1 PAM – potentiates human M1 receptor response to acetylcholine; 360,000 compounds, 0.088% hits; CHO-K1 hM1, Fluo-8 calcium fluorescence, ACh EC20; 0% = ACh EC20, 100% = maximal ACh; P11229; activation, % at 3 µM; AID 588819; in the data active = activation above about 19%, passing the limit was not always enough
CHO-K1 Ca PAM – counter-screen for M1 PAMs: effect in parental CHO-K1 cells. ATP EC20, Fluo-8 calcium fluorescence; 0% at ATP EC20, 100% at ATP max. activation, % at 3 µM. 360,000 compounds, 0.02% hits. AID 602247;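 active = activation above the run cutoff, the mean activation of all test compounds plus 3 SD, cut at about 40% in these data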;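 note: peak over basal fluorescence ratio in a 140 s read after ATP addition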
CHO-K1 Ca antag – M1 antagonist counterscreen hit in parental CHO-K1 cells; 360,000 compounds, 0.6% hits; inhibition, % at 3 µM; ATP-induced calcium, Fluo-8 fluorescence;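 active = inhibition above a per-plate cutoff, the plate's mean sample inhibition plus 3 SD, cut at about 24% in these data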;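 note: 0% = DMSO plus EC80 ATP and 100% = DMSO alone without ATP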
CHO parental Ca – signal in parental CHO cells, OX1R antagonist counter-screen. parental CHO-K1, ATP-induced calcium, Fluo-8 fluorescence. inhibition, % at 5.6 µM. 330,000 compounds, 0.63% hits. AID 463079;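 active = inhibition above that plate's mean sample inhibition plus 3 SD, cut at about 26% in these data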;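 note: 0% = ATP-challenged DMSO wells and 100% = DMSO wells without ATP; some compounds past the cut are filed as inactive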
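Assay system: untransfected parental CHO cell line. Also added: ATP agonist challenge. Dosing: one dose, 5.6 µM nominal. Measured by: Fluo-8 fluorescence. Read-out: % inhibition. Benchmarks: ATP wells versus no-ATP DMSO wells. Repeats: no replicates.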
CHO-K1 Ca ag – counter-screen for M1 agonists: effect in parental CHO-K1 cells. Fluo-8 calcium fluorescence; scaled to maximal ATP response, vehicle zero. activation, % at 3 µM. 360,000 compounds, 0.48% hits. AID 602248; in the data active = activation above about 15%;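 note: untransfected CHO-K1 host cells lacking M1 receptor as counterscreen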
Numbers without * were called inactive; . = no result given.

SMILES	M1 ag	TAAR1 antagonist	TAAR1 ag	CHRM1 antagonist	CHRM1 PAM	CHO-K1 Ca PAM	CHO-K1 Ca antag	CHO parental Ca	CHO-K1 Ca ag
COc1cccc(C(=O)Nc2ccc(C(=O)NCC(C)C)cc2)c1	-5	-2	5	-7	10	6	17	0	1.4
Cc1ccc(S(=O)(=O)NCCN(CCNS(=O)(=O)c2ccc(C)cc2)S(C)(=O)=O)cc1	-5	-6	11	-6	10	14	-1	-13	0.3
COc1ccccc1C(=O)NCCC(=O)N1CCCC(C)C1 (stereo not given)	-1	-15	1	-9	10	-19	-6	6	0.2
CCOC(=O)C1(CC/C(C)=N\NC(N)=O)CC(C)OC1=O (stereo not given)	-7	-20	0	-7	12	11	-3	-7	0.4
N#C/C(=C\c1cccs1)Sc1nc2ccccc2s1	-4	23	-1	1	-7	7	-4	-12	1.0
O=C(NCc1ccc(Cl)cc1)c1ccc(CNc2c(N3CCCC3)c(=O)c2=O)cc1	-4	-20	1	9	-4	11	-6	-1	1.0
O=C(COC(=O)COc1ccccc1)NCc1ccccc1	-4	-29	0	-9	7	7	5	6	19*
Cc1ccc(N(C(=O)c2ccco2)C(C(=O)NC2CCCC2)c2ccco2)c(C)c1 (stereo not given)	-2	-18	0	-4	6	6	7	-15	-0.1
Cc1sc2nc(CSCC(=O)Nc3c(F)cccc3F)[nH]c(=O)c2c1C	-5	-6	-1	0	-1	7	4	2	-0.4
Cc1ccc(CN(C)c2nc(-c3cccnc3)nc3ccccc23)o1	-3	0	1	-13	4	-7	2	-16	0.4
COc1ccc(CNC(=O)C2CCN(c3nc(OC)nc(OC)n3)CC2)cc1	-1	-8	6	-20	11	-7	-11	-13	-0.3
CC1CCCCC1NC(=O)COC(=O)c1c2c(nc3ccccc13)/C(=C\c1ccco1)CC2 (stereo not given)	-3	-4	1	-11	2	-1	-3	.	0.2
COc1ccc(Nc2nc3cc(-c4ccsc4)sc3c(=O)n2C)cc1OC	-5	-17	0	-8	5	20	-7	.	1.3
O=C1CCCCCN1C(=O)c1ccccc1	-2	1	1	-2	-2	1	-9	.	0.1
CC(Oc1ccccc1)c1ccnn1S(=O)(=O)c1ccccc1 (stereo not given)	-2	-33	5	-6	3	7	-25	-9	0.0
Cc1cc(N2CCN(c3ccccn3)CC2)n2c(nc3ccccc32)c1C#N	0	13	23	1	0	2	29*	.	0.5
Cn1cc(C=O)c2cc(S(=O)(=O)N3CCOCC3)ccc21	-4	1	1	-16	10	19	-7	-6	0.9
Cn1nc([N+](=O)[O-])nc1Oc1ccc(C(C)(C)C)cc1	-10	23	-1	-9	6	13	-3	3	-0.1
CC1CCCC(NC(=O)C2CCN(S(=O)(=O)N3CCOCC3)CC2)C1C (stereo not given)	-5	3	8	10	0	10	-2	0	0.1
Cc1nnc(SCC(=O)N2CCCc3ccccc32)[nH]c1=O	-1	0	15	2	0	-6	16	-3	-0.1
Nc1ccc(CSc2ccccc2)cc1	-2	-23	3	-8	6	8	-2	.	-0.1
CCN(Cc1ccccc1)C(=O)Cn1c(=O)n(CC(=O)NCc2ccco2)c(=O)c2sccc21	-5	12	3	14	-3	-5	2	-4	-0.1
O=Cc1ccc(OCc2nnsc2Cl)cc1	-9	14	5	5	-3	17	-2	-19	3.9
CCCCCN1CC(=O)N2C(C)c3[nH]c4ccccc4c3C[C@H]2C1=O (stereo not given in full)	-6	1	5	-1	0	-6	17	-23	4.5
On1c(-c2ccc(Cl)cc2)nc2ccccc21	-5	9	4	1	-4	27	-13	-5	2.1
CCN(CC)CCn1c(-c2ccc(C)cc2)nc(=S)c2c1CC(C)(C)OC2	-4	3	6	-6	-2	13	-13	-14	0.7
CCn1ncc(C(=O)Nc2ccc([N+](=O)[O-])cc2OC)c1C	-5	-11	3	1	1	20	-11	6	0.9
CCOC(=O)C1=C(C)N(CCCCCC(=O)O)C(=O)NC1c1ccc(Cl)cc1 (stereo not given)	-6	-2	5	-6	5	9	-16	-14	0.2
COc1ccc(C(C#N)N2CCC(c3ccccc3)=N2)cc1OC (stereo not given)	-4	-10	-1	3	1	15	-10	-11	4.1
Cc1ccc(NS(=O)(=O)c2cc(NC(=O)c3cc(=O)[nH]c(=O)[nH]3)ccc2Cl)c(C)c1	-1	2	0	22	-6	20	-6	-6	-0.1
O=C(NNC(=S)NCc1ccco1)c1cccs1	-2	-22	0	-5	8	2	-2	-6	0.5
CNc1c(NS(=O)(=O)c2ccc(C3CCCCC3)cc2)c(=O)oc2ccccc12	-3	-2	5	-9	7	11	-16	-6	0.3
COc1ccc(S(=O)(=O)CC(=O)c2cc3cc(Br)ccc3oc2=O)cc1	0	43	42*	12	-2	3	-12	-5	3.3
CC(=NCc1cccc(Cl)c1)c1nc(-c2ccco2)oc1O	-13	-16	0	2	4	21	-9	-10	1.5
Cc1ccc(S(=O)(=O)Nc2cnc3ccccc3c2)cc1	-3	12	1	3	-7	5	-3	-17	9.5
CC1CCN(CCCNC(=O)c2coc3nc4ccccc4nc23)CC1	-3	5	11	-3	5	15	-13	-13	0.5
O=C(N/N=C/c1cccc(OCc2ccccc2)c1)c1ccc(Br)o1	-3	39	0	-5	-3	-1	14	0	0.8
Cc1ccc(S(=O)(=O)N2CCN(C(=O)COC(=O)c3ccc(O)cc3)CC2)c(C)c1	0	-5	2	30*	-12	-20	27*	-17	1.1
COc1cccc(-n2c(Cc3cc(=O)[nH]c(=O)[nH]3)nnc2SCC(=O)N2CCC(C)CC2)c1	-2	-5	8	3	1	6	0	2	0.1
C=CCN1C(C(=O)c2ccccc2)=C(OC(=O)COc2ccccc2)c2ccccc2S1(=O)=O	-3	-6	0	3	1	12	-12	-10	-0.2
COc1cc(C2C(C#N)=C(N)Oc3n[nH]c(C)c32)cc2c1OCO2 (stereo not given)	-1	5	8	13	-4	9	-8	-2	0.2
Cc1ccc(S(=O)(=O)/N=C/c2c(O)ccc3ccccc23)cc1	1	-6	0	-29	23	-23	11	1	-0.1
CC(C)[C@H](CO)NC(=O)[C@H]1O[C@@H](n2ccc(=O)[nH]c2=O)[C@H](O)[C@@H]1O	0	-5	1	-6	5	7	6	.	0.7
Cc1ccc(S(=O)(=O)Nc2ccc(N3CCOCC3)cc2)cc1C	-4	2	2	-4	6	3	-9	-3	2.2
Cc1ccc(N2C(=O)N(CC(=O)Nc3cc(F)ccc3C)C(=O)C2C)cc1 (stereo not given)	4	-23	6	-17	14	16	5	-2	0.8
Cc1ccc(S(=O)(=O)c2nnn3c2nc(NC2CCN(Cc4ccccc4)CC2)c2ccccc23)cc1C	-6	.	.	75*	-23	-1	8	-4	0.3
Cc1cc(OCC(=O)NCCc2ccc(Cl)cc2)c2c(C)cc(=O)oc2c1	0	1	1	-3	5	6	-9	-34	-0.6
Clc1cccc(N2CCN(Cc3nc(-c4ccccc4)no3)CC2)c1	-5	-25	-2	-7	1	19	-5	-11	0.3
Cc1ccc(S(=O)(=O)N2CCN(C(=O)c3ccc4ccccc4n3)CC2)c(C)c1	-4	31	4	0	4	-3	-15	-26	3.0
Cc1cc(C)cc(N(C(=O)Cc2cccs2)C(C(=O)NC2CCCC2)c2ccc(C)o2)c1 (stereo not given)	-5	-10	2	-9	7	9	-11	-16	0.2
COc1ccc(CCNC(=O)CCC(=O)N2CCN(S(=O)(=O)c3ccccc3)CC2)cc1OC	-3	7	16	-5	7	15	-3	-3	0.1
O=C1C2C3C=CC(CNS(=O)(=O)c4ccccc4[N+](=O)[O-])(O3)C2C(=O)N1c1ccccc1 (stereo not given)	-3	6	3	-6	3	5	0	-6	1.1
C[C@H](O)[C@@H]1CN2CCc3c([nH]c4ccccc34)[C@@H]2C[C@@H]1N(C)C(=O)Nc1ccc(Br)cc1	-4	23	15	21	-14	-5	23	.	6.3
CCn1c(C)cc(C(=O)COC(=O)CNC(=O)c2ccco2)c1C	-1	-22	3	-16	10	-1	3	.	0.3
Cc1cc(C)cc(NC(=O)c2cc(C)nc3ccccc23)c1	-3	-3	9	-8	1	-10	-8	-20	0.0
O=C(CC1C(=O)NCCN1CCCc1ccccc1)NCCc1ccccc1Cl (stereo not given)	-2	49*	70*	3	2	13	-5	-19	0.8
CC(C)OC(=O)CSc1nnc(SCc2cccc3ccccc23)s1	-6	31	6	1	-2	5	2	5	1.0
CCOC(=O)c1c(C)[nH]c(C(=O)O)c1C	1	3	3	-1	4	13	-4	-4	0.1
COc1ccc(S(=O)(=O)N2CCOC2CNC(=O)C(=O)NCCc2ccccc2)cc1OC (stereo not given)	-2	-3	20	6	-4	8	4	-11	1.3
Cc1occc1C(=O)N/N=C/c1ccc(-c2cccc([N+](=O)[O-])c2)o1	-3	17	5	-15	7	-5	3	-6	1.9
Further compounds follow:
SMILES	M1 ag	TAAR1 antagonist	TAAR1 ag	CHRM1 antagonist	CHRM1 PAM	CHO-K1 Ca PAM	CHO-K1 Ca antag	CHO parental Ca	CHO-K1 Ca ag
COCCNc1nc(N)c([N+](=O)[O-])c(NCCO)n1	-1	3	0	-2	4	14	-4	-7	2.3
COCCn1c(SCC(=O)N2CCCc3ccccc32)nc2ccccc2c1=O	-6	-1	4	-4	0	9	1	-9	2.0
Cc1ccc(N2CC(C(=O)N(C)CC(=O)Nc3ccc(Cl)c(C(F)(F)F)c3)CC2=O)cc1 (stereo not given)	-3	14	9	-10	1	-12	-4	2	-0.5
O=S(=O)(Nn1cnnc1)c1ccccc1Cl	-3	10	4	0	-6	-4	5	1	0.0
COc1ccc(C2CC(=O)c3cnn(-c4nc(C)cc(C)n4)c3C2)cc1OC (stereo not given)	-4	-33	2	-8	5	28	4	-27	1.1
C#CCOCCOCCOCCNc1nc(N2CCOCC2)nc(N2CCN(C(=O)[C@H](Cc3cc4ccccc4[nH]3)n3cc([C@@H](N)C(C)CC)nn3)CC2)n1 (stereo not given in full)	-6	4	9	-10	4	12	-4	2	3.5
